Cardio protect: modulators protecting cardiomyocytes from myocardial damage | H9c2 cardiomyocytes, H2O2 injury protection, ATPLite, 2 h | protection from H2O2 cell death, % at 20 µM | 360,000 tested, 0.63% active;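 active means compounds giving at least 50% protection of heart cells from peroxide-induced death in the single-dose screen, raw or plate-pattern-corrected value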;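 further: 0% = DMSO wells with peroxide and 100% = DMSO wells without peroxide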
PDI inh: inhibitors of human protein disulfide isomerase | PDI insulin aggregation turbidity, A650, 90 min | P07237 | AID 588391 | 350,000 tested, 0.052% active | inhibition, % at 10 µM;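 active means mean inhibition across replicates of 30% or more, whatever share of single replicates reach that level; inconclusive means mean inhibition below 30% while every single replicate reaches 30%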;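 further: absorbance from insulin aggregation driven by PDI reduction with DTT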
hiPSC survival: enhancers of human iPSC single-cell survival. hiPSC single-cell survival, ATPlite luminescence; 100% = ROCK inhibitor wells, 0% = DMSO. survival enhancement, % at 20 µM. 360,000 tested, 0.044% active. AID 602274; in the data active means survival enhancement above about 18%;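 further: cells exposed to compounds for 16 hours before the ATP read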
Granule exo inh: lytic granule exocytosis inhibition | TALL-104 LAMP-1 surface exposure, flow cytometry; cells stimulated with thapsigargin and PMA | inhibition, % at 10 µM | 360,000 tested, 0.66% active;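 active means inhibition above about 55%, limit read from the data; inconclusive means no clear call, values can overlap the other calls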
N-glyco inh: N-linked glycosylation inhibition | reporter increase, % at 12.5 µM | 360,000 tested, 0.23% active | D54 ERlucT glycosylation luciferase reporter, 24 h; percent of 100 nM tunicamycin response;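 active means mean luciferase reporter signal, scaled so untreated is 0 and the glycosylation-blocking control 100, at or above a set limit in every replicate; inconclusive means mean reaches the limit but not every replicate does; inactive means mean below the limit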;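 further: luciferase carries N-glycosylation sites so blocking glycosylation raises the light; 0% = median of neutral control wells and 100% = median of 100 nM tunicamycin wells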
HTR2A ag: mouse HTR2A agonism via beta-arrestin recruitment. P35363. CHO-K1 mHTR2A beta-arrestin complementation, luminescence; percent of 30 µM serotonin response. activation, % at 7.6 µM. 360,000 tested, 0.66% active. AID 624169;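 active means activation above a run cutoff, the mean activation of all tested compounds plus 3 SD, cut at about 14% in these data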;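 further: 0% = plate median of compound wells and 100% = 30 µM serotonin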
aDG glyco up: alpha-DG glycosylation activation. Pro5-aDG cells, alpha-DG glycosylation AlphaScreen (IIH6); 0% Pro5, 100% B10-LARGE cell signal. activation, % at 10 µM. 360,000 tested, 0.22% active;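 active means activation of at least 8% versus controls, or a plate z-score of at least 8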;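 further: Pro5 are CHO cells carrying HIG-tagged alpha-DG that lacks glycosylation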
ABCB6 inh 2: blocks the human ABCB6 transporter. K562-ABCB6 porphyrin accumulation, flow cytometry, 1 h; hits give low values. fluorescence ratio to DMSO, % at 10 µM. 360,000 tested, 0.19% active. AID 602162;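 active means fluorescence ratio to DMSO below 75%, the collection mean minus 3 SD; inconclusive means too few cells collected in the well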;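 further: signal is porphyrin accumulated inside mitochondria; 100% equals median channel fluorescence of DMSO control wells; lower ratio means ABCB6 inhibition with less porphyrin fluorescence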
Target sequence (Q9NP58 whole entry, looked up): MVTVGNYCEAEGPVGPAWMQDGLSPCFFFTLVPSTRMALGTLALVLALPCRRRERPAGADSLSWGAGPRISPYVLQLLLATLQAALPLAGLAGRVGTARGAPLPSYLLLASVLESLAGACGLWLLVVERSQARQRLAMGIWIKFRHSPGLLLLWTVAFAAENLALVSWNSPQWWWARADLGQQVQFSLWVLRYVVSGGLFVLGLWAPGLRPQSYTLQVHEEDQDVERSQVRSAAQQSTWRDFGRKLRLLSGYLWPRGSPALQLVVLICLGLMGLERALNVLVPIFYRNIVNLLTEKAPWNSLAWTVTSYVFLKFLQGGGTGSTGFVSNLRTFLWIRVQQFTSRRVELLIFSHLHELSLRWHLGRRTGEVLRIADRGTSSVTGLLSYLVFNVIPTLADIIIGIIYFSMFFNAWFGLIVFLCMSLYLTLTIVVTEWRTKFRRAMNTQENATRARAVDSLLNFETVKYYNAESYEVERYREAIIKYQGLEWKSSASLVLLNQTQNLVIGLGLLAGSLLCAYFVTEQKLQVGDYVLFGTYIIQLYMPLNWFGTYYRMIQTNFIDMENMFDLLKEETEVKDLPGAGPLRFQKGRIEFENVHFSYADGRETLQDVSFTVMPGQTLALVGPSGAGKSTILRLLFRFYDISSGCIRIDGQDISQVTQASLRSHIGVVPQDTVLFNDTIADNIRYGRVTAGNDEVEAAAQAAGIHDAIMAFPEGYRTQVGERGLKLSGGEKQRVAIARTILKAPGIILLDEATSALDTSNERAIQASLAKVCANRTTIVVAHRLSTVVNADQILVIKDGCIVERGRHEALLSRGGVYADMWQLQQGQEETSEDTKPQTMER
CaV13 ICDI inh: Primary screen for inhibitors of IQ motif and Ca2+-dependent inactivation inhibitor domain binding in CACNA1D, Förster resonance energy transfer in living cells, …; HEK cells, CFP/YFP FRET ICDI-IQ, plate reader, 10 min; percent FRET-ratio fall versus neutral wells; inhibition, % at 12.3 µM; 340,000 tested, 0.098% active; AID 743397;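 active means mean replicate inhibition of at least 30% and at least 1% of replicates passing that level; inconclusive means only one of the two criteria is met; inactive means neither criterion is met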;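 further: 0% = median of the neutral control wells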
Vif imaging: inhibitors of HIV Vif | HEK293T cells, Vif self-association by quenched fluorescence, imaging, 24 h | inhibition, % at 7.49 µM | 340,000 tested, 0.35% active | AID 602346; in the data active means inhibition above about 50%, passing the limit was not always enough; inconclusive means no clear call, values can overlap the other calls; inactive means below about 31%; further: some results filed as inactive read as strong as hits
An asterisk follows results filed as active; ? = inconclusive; nt = not tested or not shown. Rows were taken by chance. About 3.1% of those tested had a hit in this group.

SMILES	Cardio protect	PDI inh	hiPSC survival	Granule exo inh	N-glyco inh	HTR2A ag	aDG glyco up	ABCB6 inh 2	CaV13 ICDI inh	Vif imaging
CCOC(=O)CC1(NC(=O)C2CCC(=O)N(C3CC3)C2)CCCCC1 (centres undefined)	3	0	-0.4	1	0	-7	0.3	105	-2	-11
Cc1cc(=O)oc2cc(NC(=O)C(CCCN=C(N)N)NC(=O)OCc3ccccc3)ccc12 (centres undefined)	4	4	0.6	-2	0	-8	0.0	97	-4	-6
COCCN(CC(=O)Nc1cccc(C)c1C)C(=O)c1cc(-c2ccncc2)nc2ccccc12	27	-3	1.1	-4	1	-2	-0.1	96	-6	-26
COc1ccc(/C=N/NC(=O)c2ccc(Br)o2)cc1Cn1cc([N+](=O)[O-])cn1	2	-1	3.0	7	2	5	-0.1	100	-8	14
Cc1cc(N2CCCC2)nc2ccc(NC(=S)NC(C)C)cc12	-2	1	-1.8	29	1	-1	2.2	98	-3	4
COc1cc2c(cc1OC)CN(C(C)C(=O)Nc1cccc(S(=O)(=O)N3CCOCC3)c1)CC2 (centres undefined)	-2	-5	-0.5	-5	-1	0	-0.2	101	-6	10
O=C(NN=Cc1ccc2c(c1)CCC2)c1ccccc1[N+](=O)[O-]	-6	-2	-3.8	-6	4	-8	0.0	102	-5	-3
CCOc1ccc(N(CC(=O)NC2CCCC2)C(=O)Cn2nnc(-c3ccc(C)o3)n2)cc1	-6	-9	-0.2	-5	3	7	-0.2	97	-7	-17
O=C(COC(=O)c1ccc(OC(F)F)cc1)NCCNC(=O)COC(=O)c1ccc(OC(F)F)cc1	0	5	-0.1	1	2	-3	-0.1	98	-6	-10
COc1ccc(NC(=O)CSc2nc(N)c(C#N)cc2C#N)cc1	2	-2	-0.5	-3	1	-4	-0.2	98	-9	-5
CC(=O)c1cc2c(cc1NC(=O)CSc1nc3ccc(C)cc3[nH]1)OCO2	7	7	1.3	-1	0	-6	0.2	95	-3	-16
Cc1ccc(NC(=O)c2cc(Cl)ccc2[N+](=O)[O-])cc1C	-2	3	0.1	3	-3	-1	0.1	96	-4	14
Cc1ccc(S(=O)(=O)c2ncccc2N)cc1	13	0	2.1	-16	-1	4	0.0	105	-5	nt
Nc1cccc2c1C(=O)N(CCOc1ccccc1F)C2=O	6	-4	-0.7	-4	-16	3	0.2	101	-13	10
c1ccc(-n2c(-c3cccs3)nc3nc4ccccc4nc32)cc1	-1	-6	0.0	-7	0	0	0.2	98	-5	-6
COc1ccc(-c2csc(NC(=O)Cc3cc(OC)c(OC)c(OC)c3)n2)cc1OC	-11	3	0.5	8	7	3	0.8	90	-3	-22
C(=Cc1nc2ccccc2o1)c1ccc2c(c1)OCO2	-25	-2	-4.5	0	-18	-5	-0.5	97	-6	4
COCCNc1nc(-c2ccc(OC)cc2C)c2sc(-c3ccccc3)cc2n1	-5	-2	-1.3	1	9	-3	-0.3	94	-3	-9
C=CCn1c(CSc2ccc(C)cc2)n[nH]c1=S	-5	1	-0.1	-6	-1	-1	-0.2	98	-3	1
CC1(C(=O)NCC2CC2)Cc2c(-c3ccccc3)ccnc2O1 (centres undefined)	2	9	-2.2	0	2	3	0.0	117	-6	0
O=C(CCCN1C(=O)c2ccccc2C1=O)Oc1ccc(Cl)cc1	-2	-4	3.7	-2	0	-1	0.0	108	-5	nt
COc1ccc(C(=O)CCC(=O)N2CCN(c3ccc([N+](=O)[O-])cc3)CC2)cc1	-10	7	0.0	0	1	0	0.8	96	-7	1
O=C(/C=C/c1cccc([N+](=O)[O-])c1)N1CCOCC1	5	-7	2.0	-3	2	0	0.0	98	-5	3
CCOc1ccc(-c2cc(NC(=O)Cn3ncc4c3-c3ccccc3OC4)on2)cc1OCC	0	nt	-0.3	-2	2	5	0.1	99	-5	0
CCOc1cc(/C=C/C(=O)c2ccc(O)cc2)ccc1OCC(=O)N(C)C	8	?	-0.7	-2	4	-1	0.0	93	-5	-9
CCOc1ccccc1-c1nc2c([nH]1)c(=O)n(C)c(=O)n2C	19	4	7.0	0	4	1	0.1	93	nt	-5
CC(C)[C@H](NC(=O)c1cccc(CN(Cc2ccccc2)C(=O)c2ccccc2)c1)C(=O)O	17	2	0.4	1	0	2	0.0	101	-14	-3
CCOc1nc2cnccc2n(CC(=O)Nc2cccc(C)c2)c1=O	-1	8	-0.3	-2	3	0	0.1	95	-13	-2
O=C(COC(=O)c1cccc(Br)c1)Nc1ccc2[nH]c(=O)[nH]c2c1	-1	-4	-0.5	-8	2	-6	0.1	98	-6	7
CCN(c1cccc(C)c1)S(=O)(=O)c1cn(CC(=O)OC)c2ccc([N+](=O)[O-])cc12	-5	-1	1.0	0	-1	-3	-0.2	95	-3	-2
O=C(COc1ccc(Cl)cc1)NCc1nnc(SCC(=O)Nc2ccccc2)o1	-5	-7	-1.9	-1	1	-1	-0.1	90	-5	nt
Cc1cc(=O)oc2cc(OC(=O)CCN3C(=O)c4ccccc4C3=O)ccc12	19	20	0.1	-2	0	6	0.0	93	-6	nt
O=C(CNS(=O)(=O)c1ccc(Br)cc1)NCc1ccncc1	-4	-8	-0.2	4	1	5	0.0	101	-7	-3
Cn1nc(-c2ccccc2)c(C(=O)NCC(=O)O)c1Cl	10	3	-3.0	-1	0	2	-0.1	98	5	2
Cc1cc(C)n2nc(SCC(=O)N3CCC(C)CC3)nc2n1	17	16	-0.9	0	-1	2	-0.1	95	-5	8
Nc1nc(SCC(=O)OCc2ccccc2)[nH]c(=O)c1NC(=O)c1ccco1	-2	nt	2.4	2	2	0	-0.4	103	15	nt
Cc1ccc(CNC(=O)CCNC(=O)c2ccc([N+](=O)[O-])cc2)cc1	1	3	1.6	-1	1	-5	-0.1	100	-6	9
Cc1cccc(NC(=O)CSc2nnc(CNC(=O)c3ccc(S(=O)(=O)N(C)C)cc3)n2-c2ccccc2)c1	2	-2	-1.0	-1	-3	-1	-0.2	98	-7	-9
CCN1C(=O)NC2=C(C(=O)c3ccccc32)C1c1ccccc1F (centres undefined)	25	5	-2.3	-3	-1	0	-0.2	100	-4	5
COC(=O)c1ccc(COc2ccc(-c3nn[nH]n3)cc2)cc1	0	-7	-1.6	1	1	4	0.2	99	-5	-9
COc1ccnc2c1c(=O)n(Cc1ccc(F)cc1)c(=O)n2C	7	-7	-0.3	-3	4	2	-0.2	101	-7	-3
CC(=O)NC(c1cccc([N+](=O)[O-])c1)c1ccc2cccnc2c1O (centres undefined)	34	-2	-0.3	2	-6	-6	-0.6	99	-4	-3
COc1ccc(/C=C/C(=O)c2c(O)ccc3c(C)cc(=O)oc23)cc1	13	-6	-2.1	-2	1	-5	-0.1	104	-8	-9
COc1ccc(NC(=O)/C(Cl)=C(/Cl)S(=O)Cc2ccc(Cl)cc2)cn1 (centres undefined)	-21	9	-3.6	23	-22	-10	-0.6	37*	-6	?
O=C(c1ccc2c(=O)n(-c3ccccc3)c(=O)[nH]c2c1)N1CCN(c2ccc(F)cc2)CC1	-2	5	3.5	0	1	-6	-0.3	95	-6	-8
COC(=O)c1ccc(C)c(NC(=O)Cn2c(C)csc2=O)c1	-1	-8	0.5	-3	4	4	0.1	97	-5	-2
CCCCOc1ccccc1C1C(C(=O)OC)=C(C)N(C)C(C)=C1C(=O)OC	4	3	-2.7	1	-2	-3	0.0	90	-6	-33
COc1cc(/C=C/C(=O)OC(C)C(=O)NC2CCCCC2C)cc(Cl)c1OC (centres undefined)	-2	6	-0.3	-2	1	2	0.1	96	-4	7
CCN(CC)CCCNC(=O)c1oc2ccc3c(c2c1C)C(O)CC(C)(C)O3 (centres undefined)	3	-10	-0.7	4	-2	7	0.1	99	-3	-4
COc1cccc(C2CC(c3cccc(Br)c3)n3ncnc3N2)c1 (centres undefined)	10	nt	1.0	1	1	-1	0.0	97	-63	4
Nc1nc(N)nc(-c2cccc([N+](=O)[O-])c2)n1	2	nt	0.3	0	0	7	0.0	98	-5	nt
O=C(N/N=C/c1ccncc1)c1ccc(NS(=O)(=O)c2cccs2)cc1	-1	4	0.1	2	1	-3	-0.2	98	-2	-2
O=C1C2C3CC(C(Br)C3Br)C2C(=O)N1CC1CCCO1 (centres undefined)	0	-2	0.6	1	-1	4	0.0	103	-4	-3
COc1ccc(NC(=O)CCNC(=O)Cn2cnc3ccccc3c2=O)c(OC)c1	-2	2	-1.0	-2	0	-2	-0.2	104	-4	10
COc1cc(C(CC(=O)Nc2ccccn2)N2Cc3ccccc3C2=O)cc(OC)c1OC (centres undefined)	3	-2	1.0	17	3	0	0.0	104	-16	3
Cc1onc(-c2c(F)cccc2Cl)c1C(=O)Nc1cccc(Cn2cccn2)c1	0	5	-1.1	3	-1	-2	0.2	106	nt	17
Nc1nc2c(ncn2-c2ccccc2)c(=O)[nH]1	-1	1	-1.7	1	1	6	-0.2	96	-11	12
CCC(C)(C)NC(=O)C(c1ccccn1)N(C(=O)c1csnn1)c1ccccc1 (centres undefined)	1	-2	-0.7	-6	2	10	0.3	99	-6	1
O=[N+]([O-])c1cccc(N/N=C/c2cc([N+](=O)[O-])ccc2O)c1	-16	5	-3.4	2	0	10	0.1	104	-5	0
COc1ccccc1-c1nnc(SCC(=O)NC2CC2)n1C	-2	1	0.0	-1	1	-5	-0.2	97	-1	-4
(listing goes on)
SMILES	Cardio protect	PDI inh	hiPSC survival	Granule exo inh	N-glyco inh	HTR2A ag	aDG glyco up	ABCB6 inh 2	CaV13 ICDI inh	Vif imaging
COc1ccc(CSc2ccc(S(=O)(=O)N3CCCC3)cn2)cc1F	-14	2	-1.4	25	0	-5	-0.2	95	-6	-7
O=C(c1ccco1)N1CCN(c2nc3ccsc3c(=O)s2)CC1	6	nt	3.0	1	-3	42*	-0.1	94	-10	9
CC(NC(=O)c1cccc(N(C)C)c1)c1ccc(-n2ccnc2)cc1 (centres undefined)	2	4	0.0	-6	0	-1	-0.3	97	nt	-5
Cc1nc(NC(=O)c2ccccc2)sc1C1(C)CC(c2c(Cl)cccc2Cl)=NO1 (centres undefined)	1	-11	2.6	-4	-1	2	-0.1	100	-9	-1
O=C(c1ccc(Cl)c(S(=O)(=O)N2CCCC2)c1)N1CCN(c2ccc(F)cc2)CC1	-11	5	-2.7	-1	-2	-4	0.3	95	-7	-10
COc1ccccc1NC(=S)NNC(=O)c1cc(C)n(C)n1	2	-4	-0.9	-2	0	4	-0.1	89	-4	2
N/C(=N\OC(=O)c1ccccc1Cl)c1cccnc1	-31	-4	0.6	-2	-6	-3	0.6	107	nt	-11

For convenience, part of the list above:
SMILES	Cardio protect	PDI inh	hiPSC survival	Granule exo inh	N-glyco inh	HTR2A ag	aDG glyco up	ABCB6 inh 2	CaV13 ICDI inh	Vif imaging
O=C(c1ccc(Cl)c(S(=O)(=O)N2CCCC2)c1)N1CCN(c2ccc(F)cc2)CC1	-11	5	-2.7	-1	-2	-4	0.3	95	-7	-10
COc1ccccc1NC(=S)NNC(=O)c1cc(C)n(C)n1	2	-4	-0.9	-2	0	4	-0.1	89	-4	2

Bioassay records deposited in PubChem by several laboratories.
